Assay outcomes (PubChem BioAssay)
POLI inh = blocks human DNA polymerase iota activity. AID 588590. Q9UNA4. Pol iota fluorescent replication assay, 10 min. 390,000 tested, 1% active. Potency, µM (highest dose often 115 µM), without a hit: at the top dose activity, negative = inhibition, most hits filed as inhibitors; also: potency is read from the fitted curve at half-maximal effect
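Pol iota at 10 nM preincubated 15 min with compounds at room temperature; reaction started with fluorescent substrate, 50 nM final. Fluorescence read kinetically at 0 and 10 min; buffer-only wells as negative control.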
12-LOX inh = blocks human arachidonate 12S-lipoxygenase. 580,000 tested, 1.1% active. P18054. purified 12hLO, xylenol orange hydroperoxide absorbance. AID 1671190. Potency, µM (top dose mostly 108 µM), for the others: top-dose activity change, negative = inhibition, most hits filed as inhibitors; also: potency is read from the fitted curve at half-maximal effect; % is scaled to controls: 0 for no effect and ±100 for the full control effect
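Purified human 12hLO at 150 nM in 25 mM Hepes, 0.01% Triton X-100, pH 7.0, preincubated 15 min at room temperature with compound. Reaction started with 40 uM arachidonic acid, 30 min at room temperature. Hydroperoxide measured by Fe-xylenol orange, 573/405 nm absorbance ratio.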
APEX1 inh = APE1 (human) endonuclease inhibition; P27695; recombinant APE1, TAMRA/BHQ-2 abasic DNA cleavage fluorescence; Potency, µM (top dose mostly 65.8 µM), for the others: at the highest dose activity change, negative = inhibition, most hits filed as inhibitors; 350,000 tested, 0.35% active; AID 2517;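 also: potency is read from the fitted curve at half-maximal effect; plate controls were vehicle for no effect and reference inhibitor for full effect; nearly all actives have a fitted effect of over 55% in size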
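Step 1: APE1 (0.75 nM) with compound, 15 min RT. Step 2: add 50 nM fluorophore/quencher THF duplex. Step 3: three fluorescence reads 60 s apart (525/598 nm); read 3 minus read 1 = reaction progress.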
POLB inh = blocks human DNA polymerase beta activity. Pol beta primer extension/strand displacement, fluorescence kinetic. Potency, µM (doses to about 114 µM), for the others: at the top dose activity change, negative = inhibition, actives largely listed as inhibitors. 340,000 tested, 1.3% active. AID 485314; also: potency is read from the fitted curve at half-maximal effect; % is scaled to controls: 0 for no effect and ±100 for the full control effect
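Curves were derived by four-parameter Hill fits of normalized qHTS data. The kinetic fluorescent primer-extension read was taken at 0 and 10 min after 50 nM substrate, following a 15 min room-temperature preincubation of 10 nM enzyme with compounds.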
ERG Ets-DNA blk = blocks human ERG Ets domain binding to DNA. fluorescence polarization, His-ERG Ets domain / labelled DNA. Potency, µM (series often up to 76.9 µM), for inactives: top-dose FP activity, negative = inhibition, most hits filed as inhibitors. 370,000 tested, 0.028% active; active = well fitted inhibition curve with a large enough effect in the polarisation, with a control signal flat; inconclusive = small, poorly fitted or top-dose-only effect, or effect the other way, or a change in a side signal; inactive = no such curve, though single readings can be large or run the other way; the % refers to the polarisation;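 also: polarization taken with two DNA probes labelled with fluorescein and Texas red; potency is read from the fitted curve at half-maximal effect; % of control where 0% means no effect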
Target sequence (P11308 whole entry, looked up, the tested form may be a part): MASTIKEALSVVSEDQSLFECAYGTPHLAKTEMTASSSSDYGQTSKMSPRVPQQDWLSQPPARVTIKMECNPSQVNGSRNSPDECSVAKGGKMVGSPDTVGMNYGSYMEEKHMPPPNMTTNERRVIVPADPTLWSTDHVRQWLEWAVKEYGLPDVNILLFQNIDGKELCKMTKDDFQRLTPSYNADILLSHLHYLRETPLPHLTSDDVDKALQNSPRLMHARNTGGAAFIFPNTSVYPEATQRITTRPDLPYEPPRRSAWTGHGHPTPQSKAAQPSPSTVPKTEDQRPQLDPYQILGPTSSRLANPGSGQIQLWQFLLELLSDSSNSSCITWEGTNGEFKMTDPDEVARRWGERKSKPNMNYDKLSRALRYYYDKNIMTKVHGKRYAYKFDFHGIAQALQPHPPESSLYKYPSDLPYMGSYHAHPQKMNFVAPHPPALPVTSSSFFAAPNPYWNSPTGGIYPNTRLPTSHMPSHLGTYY
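His-tagged ERG Ets domain (1 uM in the protein solution; 300mM KCl, 50mM Tris-HCl, 1mM EDTA, 1mM DTT, pH 7.5) received compound, then a probe mix of 5 nM fluorescein-DNA and 100nM Texas-615-DNA. Fluorescence polarization was read for both dyes.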
BLM inh = Bloom syndrome helicase (human) inhibition. AID 2528. P54132. recombinant BLM DNA unwinding, fluorescence dequenching. Potency, µM (highest dose often 56.1 µM), inactives show top-dose activity change, negative = inhibition, most hits filed as inhibitors. 350,000 tested, 0.2% active;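 also: potency is read from the fitted curve at half-maximal effect; plate controls were vehicle for no effect and no enzyme for full effect; nearly all actives have a fitted effect of over 35% in size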
Anesthetic bind = candidate novel general anesthetic via apoferritin binding | P02791 | apoferritin/1-aminoanthracene competitive binding, fluorescence | Potency, µM (highest dose often 77.5 µM), inactives show at the top dose activity change, negative = displacement, hits mostly inhibitors | 350,000 tested, 0.074% active; also: potency is read from the fitted curve at half-maximal effect; % is scaled to controls: 0 for no effect and ±100 for the full control effect; nearly all actives have a fitted effect of over 20% in size
Target sequence (P02791 2-175 limits assumed): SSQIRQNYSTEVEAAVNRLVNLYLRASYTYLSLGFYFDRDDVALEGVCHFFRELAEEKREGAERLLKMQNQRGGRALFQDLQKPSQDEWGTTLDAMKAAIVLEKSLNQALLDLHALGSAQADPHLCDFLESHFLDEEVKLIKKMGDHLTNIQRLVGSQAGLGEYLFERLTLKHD
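Read-out: endpoint 1-AMA fluorescence, excitation 380 nm and emission 535 nm, after compounds sit 10 min at room temperature with 10 uM horse-spleen apoferritin in 50% saturated 1-AMA/PBS. Values come from four-parameter Hill fits.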
Pol kappa inh = inhibitors of human DNA polymerase kappa; Q9UBT6; purified Pol kappa, fluorescent DNA synthesis assay, 10 min; Potency, µM (top dose mostly 107 µM), inactives show top-dose activity, negative = inhibition, most hits filed as inhibitors; 400,000 tested, 0.53% active; also: potency is read from the fitted curve at half-maximal effect; % is scaled to controls: 0 for no effect and ±100 for the full control effect
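Activity was followed as the change in fluorescence between reads at 0 and 10 min after starting the reaction with 50 nM substrate. Beforehand, 10 nM polymerase had been preincubated with compound for 15 min at room temperature.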
TRHR ag = TRH receptor (human) agonism. P34981. TRHR cells, calcium flux fluo-8, FDSS agonist mode. activation, % at 2 µM. 360,000 tested, 0.18% active; in the data active = activation above about 30%; also: 0% is about no effect
Target sequence (P34981 whole entry, looked up): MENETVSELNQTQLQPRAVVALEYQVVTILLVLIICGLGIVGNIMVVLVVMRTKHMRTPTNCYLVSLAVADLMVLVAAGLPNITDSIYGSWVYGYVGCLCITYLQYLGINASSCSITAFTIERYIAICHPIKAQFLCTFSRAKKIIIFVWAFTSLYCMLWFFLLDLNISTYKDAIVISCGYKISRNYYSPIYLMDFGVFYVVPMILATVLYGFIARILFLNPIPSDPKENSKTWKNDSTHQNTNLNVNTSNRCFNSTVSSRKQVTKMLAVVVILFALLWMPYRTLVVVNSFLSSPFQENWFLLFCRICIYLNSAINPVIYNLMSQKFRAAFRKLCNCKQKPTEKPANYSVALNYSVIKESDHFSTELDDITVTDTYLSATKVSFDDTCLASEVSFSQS
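TRHR-expressing cells, plated overnight in medium with 10% serum, were loaded with fluo-8 calcium dye at room temperature. After a 10 s baseline, library compound was pin-added and calcium release was recorded kinetically (ex 480/em 530) as agonist response.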
Numbers without * were called inactive; i = inactive; u = inconclusive; x = no result given; [ ] = remark or other dose. Unless noted, calls follow the shape of the dose curve; as a rule, active = well fitted curve in the direction sought with a large enough effect; inconclusive = small, poorly fitted or top-dose-only effect, or another doubt; inactive = no such curve, though single readings can be large; an effect the other way counts as inactive or inconclusive. A portion of the library; the hit share may differ from the screen's.

1. CC(=O)N1CCc2c(sc(NC(=O)CSc3ccc(C)cc3)c2-c2nc3ccccc3s2)C1
2. CCOC(=O)C1(Cc2cccc(Cl)c2)CCCN(C(=O)CN2C(=O)CSC2=O)C1 (centres undefined)
3. COc1ccc(-c2c(C)n([O-])c(C)c(C)[n+]2=O)cc1
4. O=C(COC(=O)c1ccc(Cl)nc1)NCCNC(=O)COC(=O)c1ccc(Cl)nc1
5. COc1cccc(N2CCN(C(=O)CCc3nnc4ccc(N5CCCC5)nn34)CC2)c1

compound no. | 1 | 2 | 3 | 4 | 5
POLI inh | u | u | 7% | 20% | 40%[activator]
12-LOX inh | -14% | 8% | 7% | -8% | -15%
APEX1 inh | x | 41% | 4% | 20% | 46%[activator]
POLB inh | 5% | 0% | 29% | x | 56%
ERG Ets-DNA blk | -9% | 9% | 10% | -1% | 10%
BLM inh | -1% | -7% | -4% | x | 2%
Anesthetic bind | 135%[activator] | -21% | -1% | x | -18%
Pol kappa inh | -8%[60.1 µM] | -6% | -4% | -5% | 1%
TRHR ag | 0.4 | 0.5 | 0.5 | 0.2 | -1.0

Some entries already given, showing only TRHR ag.
no.	compound	TRHR ag
3	COc1ccc(-c2c(C)n([O-])c(C)c(C)[n+]2=O)cc1	0.5
4	O=C(COC(=O)c1ccc(Cl)nc1)NCCNC(=O)COC(=O)c1ccc(Cl)nc1	0.2

The results go on.
6. Cc1ccc(CNC(=O)C(C)n2nc(C)n3c(cc4sccc43)c2=O)cc1 (centres undefined)
7. O=C(Nc1ccc(F)cc1F)c1csc(-c2ccncc2)n1
8. CCOC(=O)C1=C(N)N(c2ccccc2Oc2ccccc2)C(=O)C1
9. COCCNC(=O)C(=O)NCCN1CCNCC1
10. CC(=O)Nc1ccc(NC(=O)CSc2ccc(C(F)(F)F)cc2[N+](=O)[O-])cc1

compound no. | 6 | 7 | 8 | 9 | 10
POLI inh | 27% | 34%[activator] | 7% | 49%[activator] | 11%
12-LOX inh | 7% | 4% | 10% | -1% | -14%
APEX1 inh | x | -2% | -3% | -8% | 13%
POLB inh | 0% | -20% | 1% | 1% | 24%
ERG Ets-DNA blk | 0% | -5% | 7% | -4% | -9%
BLM inh | -5% | -10% | -2% | 2% | 3%
Anesthetic bind | -1% | -9% | -22% | 0% | 2%
Pol kappa inh | 2% | 3% | -10% | -20% | -6%
TRHR ag | 0.7 | -1.1 | -0.2 | 0.5 | 0.3

11. Cc1cc2oc(C(=O)Nc3ccc(S(=O)(=O)N4CCC(C)CC4)cc3)cc(=O)c2cc1C
12. CCOC(=O)c1c(-c2ccc(C)o2)csc1NC(=S)NC(=O)c1ccccc1Br
13. CCc1ccc(NS(=O)(=O)c2ccc3c(c2)CCN3C(=O)CCC(=O)O)cc1
14. CCc1cc(C(=O)N2CCc3c([nH]c4ccccc34)C2c2ccc(OC)cc2F)no1 (centres undefined)
15. COc1cc([N+](=O)[O-])ccc1NC(=O)CC(C)C

compound no. | 11 | 12 | 13 | 14 | 15
POLI inh | -20% | u | 9% | 96%[activator] | 17%
12-LOX inh | -7% | 2% | -2% | u | -1%
APEX1 inh | x | -4% | 14% | 15% | 5%
POLB inh | -22% | -8% | 0% | -9% | 23%
ERG Ets-DNA blk | -9% | 1% | 3% | -1% | 10%
BLM inh | -1% | -10% | -1% | -6% | 3%
Anesthetic bind | -1% | -16% | 1% | -11% | 0%
Pol kappa inh | -10% | -17% | -16% | -13% | -1%
TRHR ag | -1.3 | 1.2 | -0.9 | -0.4 | 0.3

16. CCCOn1nnnc1-c1ccccc1
17. CCOc1[nH]n(-c2ccccc2)c(=O)c1C=Nc1ccc(Cl)cc1
18. N#Cc1ccccc1S(=O)(=O)N1CCN(CC(O)CN2CCOCC2)CC1 (centres undefined)
19. COc1ccc(OC)c(C(=O)c2coc3ccc(OC(C)=O)cc23)c1
20. CC(=O)Nc1ccc(S(=O)(=O)N2CCN(Cc3ccccc3[N+](=O)[O-])CC2)cc1

compound no. | 16 | 17 | 18 | 19 | 20
POLI inh | 2% | -8% | -4% | -22% | 9%
12-LOX inh | 136%[activator] | 21% | u | 4% | -5%
APEX1 inh | -1% | -4% | 6% | -4% | -7%
POLB inh | -27% | 17% | x | -16% | 9%
ERG Ets-DNA blk | 3% | 3% | 5% | 2% | -6%
BLM inh | 4% | -1% | x | -1% | -6%
Anesthetic bind | -10% | -11% | x | -10% | -18%
Pol kappa inh | -6% | -24% | 13% | -13% | -8%
TRHR ag | 0.0 | -0.5 | 0.0 | -0.7 | 0.9

21. C=CCSc1nc(N)c2c(C)c(C)sc2n1
22. COc1cc(/C=N/NC(=O)c2cc(-c3ccccc3)sc2N)cc(OC)c1OC
23. Cc1cccc(Nc2nc3c(c(=O)n(C)c(=O)n3C)n2Cc2ccccc2)c1
24. C=C1[C@@H](O)[C@@H]2O[C@]3(CC[C@H](/C=C/[C@@H](C)[C@@H]4CC(C)=CC5(O[C@H](C[C@@](C)(O)C(=O)OC)CC[C@H]5O)O4)O3)CC[C@H]2O[C@@H]1[C@@H](O)C[C@H](C)[C@H]1OC2(CCCCO2)CC[C@H]1C (some centres undefined)
25. CCC(C)NC(=O)c1ccc2c(c1)nc1n2CCCCC1 (centres undefined)

compound no. | 21 | 22 | 23 | 24 | 25
POLI inh | 3% | -17%[58.9 µM] | 13% | -14% | -4%
12-LOX inh | 0% | 0% | i | x | -19%
APEX1 inh | -6% | u | 16% | 14% | x
POLB inh | 17% | 0% | 9% | x | -15%
ERG Ets-DNA blk | -1% | -1% | 2% | -4% | -6%
BLM inh | -5% | -17% | -3% | x | -26%
Anesthetic bind | -13% | 4% | 2% | x | 16%
Pol kappa inh | -9% | -19% | 2% | -2% | -13%[60.1 µM]
TRHR ag | -0.3 | 0.2 | -1.8 | x | 0.5

26. Cn1ncc([N+](=O)[O-])c1C(=O)NCc1ccccc1
27. COc1cccc(N(C(=O)c2nc3nccc(C)n3n2)c2nc3ccccc3s2)c1
28. O=C(COC(=O)c1cccc(S(=O)(=O)N2CCCC2)c1)Nc1ccccc1Cl
29. CCCCn1c(=O)c(Cc2ccccc2)c(O)c2ccccc21
30. CCN(C(=O)Cn1c(=O)oc2cc(S(=O)(=O)N3CCCC3)ccc21)c1ccc(OC)cc1

compound no. | 26 | 27 | 28 | 29 | 30
POLI inh | u | 11% | -14% | 18% | -4%
12-LOX inh | u | -2% | 16% | 49%[activator] | u
APEX1 inh | -6% | 1% | -11% | -9% | 31%
POLB inh | -2% | 2% | x | -1% | 1%
ERG Ets-DNA blk | -7% | 9% | -3% | 0% | 4%
BLM inh | -4% | -2% | x | -2% | -2%
Anesthetic bind | 3% | u | x | 13% | -19%
Pol kappa inh | -13% | -13% | 1% | -1% | 3%
TRHR ag | 0.0 | 0.5 | 0.0 | -0.1 | 0.1

31. CCOc1ccc(OCC)c(NC(=O)Nc2ccc3c(c2)N(C)C(=O)CS3)c1
32. O=C(COc1ccc(Cl)cc1)NNC(=S)NCc1ccccc1
33. O=C1NC(=O)C(CSc2ccccc2)(c2ccccc2)N1 (centres undefined)
34. CCN(CC)CCCNC(=O)c1cc(Nc2ccc(OC)cc2)nc2ccccc12
35. CC(=O)Nc1ccc(NC(=O)c2ccc([N+](=O)[O-])cc2Cl)cc1
36. CSc1ccc(NC(=O)Cn2nnnc2-c2ccccc2F)cc1
37. CCn1c(SCC(=O)c2cc(OC)ccc2OC)nnc1C(C)C
38. N#Cc1cccc(-c2cncnc2-n2ccnc2)c1

compound no. | 31 | 32 | 33 | 34 | 35 | 36 | 37 | 38
POLI inh | -13% | 71%[activator] | 42%[activator] | 35%[activator] | -5% | 26% | -11% | x
12-LOX inh | -2% | u | -29% | 26% | 0% | 0% | u | u
APEX1 inh | -5% | 61%[activator] | x | -10% | 2% | x | -8% | 2%
POLB inh | u | 8% | x | 2% | 1% | 5% | 2% | x
ERG Ets-DNA blk | 2% | 1% | 0% | 11% | -2% | -4% | -1% | x
BLM inh | -14% | -8% | x | 1% | -7% | 2% | 2% | -1%
Anesthetic bind | -4% | -7% | x | -10% | -8% | -3% | -18% | 6%
Pol kappa inh | -22% | -1% | 1% | -5% | -7% | -18% | 2% | -6%[60.1 µM]
TRHR ag | 0.1 | -1.0 | x | 1.8 | 1.0 | 0.5 | 0.1 | x

Excerpt, nos. 31 to 34
31. CCOc1ccc(OCC)c(NC(=O)Nc2ccc3c(c2)N(C)C(=O)CS3)c1
32. O=C(COc1ccc(Cl)cc1)NNC(=S)NCc1ccccc1
33. O=C1NC(=O)C(CSc2ccccc2)(c2ccccc2)N1 (centres undefined)
34. CCN(CC)CCCNC(=O)c1cc(Nc2ccc(OC)cc2)nc2ccccc12

compound no. | 31 | 32 | 33 | 34
POLI inh | -13% | 71%[activator] | 42%[activator] | 35%[activator]
12-LOX inh | -2% | u | -29% | 26%
APEX1 inh | -5% | 61%[activator] | x | -10%
POLB inh | u | 8% | x | 2%
ERG Ets-DNA blk | 2% | 1% | 0% | 11%
BLM inh | -14% | -8% | x | 1%
Anesthetic bind | -4% | -7% | x | -10%
Pol kappa inh | -22% | -1% | 1% | -5%
TRHR ag | 0.1 | -1.0 | x | 1.8
